# Screening results from PubChem BioAssay.
# S3 lipid droplet: qHTS Assay for Lipid Storage Modulators in Drosophila S3 Cells; Drosophila S3 cells, BODIPY lipid droplet fluorescence, 18-24 h; cells fed with added oleic acid; lipid storage change, negative = inhibition, % at the top dose, mostly 46.1 µM; hits show Potency in µM; actives 0.64% (n = 320,000); active means well fitted inhibition curve with a large enough effect in the signal ratio, with a control signal flat, not every such curve was filed as active; inconclusive means small, poorly fitted or top-dose-only effect, or effect the other way, or a change in a side signal; the % refers to the signal ratio
#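 Drosophila S3 cells loaded with oleic acid (400 uM, as added) and compounds at several concentrations; lipid droplets imaged by 488-nm laser-scanning cytometry, 500–530 nm intensity and object ratio to cell channel. Percent activity normalized to 20 uM Triacsin C.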
# S3 lipid droplet cell count max: second read-out of S3 lipid droplet, no call of its own (marks repeat the call); cell number change, %; measured here: cell count max response;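 cells counted by Cell Tracker Red CMTPX staining in the red channel; peak over a dose series mostly up to 46.1 µM; percent activity relative to internal control wells on each plate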
# * = called active by the depositor; i = inactive; ? = inconclusive; . = not tested or not shown; [ ] = another dose, or the depositor's remark. On the % scale 0 is the no-effect control and ±100 the full control effect; potency means the concentration at half of the fitted maximal effect. Not all compounds are listed; count on the stated rates, not on these rows.
SMILES,S3 lipid droplet,S3 lipid droplet cell count max
[O-]/C(=C(\C(=S)Nc1cccc2ccccc12)[n+]1ccccc1)c1cccs1,i,-22.1
CNC(=S)N/N=C(\C)c1ccc(-n2ccnc2)cc1,?,.
COc1ccc(/C=C/c2nnc(NC(=O)C(C)(C)C)s2)cc1,-8.2%,0.1
COc1ccc(CC(=O)NCc2csc(-c3cccs3)n2)cc1OC,1.3%,10.3
O=C(COc1ccc(S(=O)(=O)N2CCOCC2)cc1)N1CCCCCC1,?,.
CCOc1cccc2cc(C(=O)N3CCN(C/C=C/c4ccccc4)CC3)c(=O)oc12,3.3%,-2.4
COCCCNC(=O)c1ccc(OC)c(OC2CCN(C(C)C)CC2)c1,-11.7%,6.6
COc1ccc(C2C=C(Nc3ccccc3)C(=O)N2c2ccccc2)cc1OC (centres undefined),?,.
CCN(C(=O)COC(=O)/C=C/c1ccccc1Cl)c1c(N)n(Cc2ccccc2)c(=O)[nH]c1=O,?,.
COC(CNC(=O)c1cc(S(=O)(=O)N2CCc3ccccc32)ccc1F)OC,11.3%,.
CC(C)c1ccc(/C=C2\SC(=S)N(CCC(=O)N3CCCCC3CCO)C2=O)cc1 (centres undefined),i,-22.4
CCOC(=O)C(C#N)C(Cc1ccccc1)c1ccco1 (centres undefined),?,.
O=C(CSC1=NCCS1)Nc1cccc2ccccc12,?,.
O=C(CSc1nnc(-c2ccccn2)n1-c1ccccc1)Nc1ccc2c(c1)OCO2,?,.
O=C(CCN1C(=O)C2C3C=CC(C3)C2C1=O)N1CCN(c2ccccc2F)CC1 (centres undefined),?,.
N#CCc1ccc(NC(=O)CSc2nnc(C3CC3)n2C2CC2)cc1,?,.
CCN1C(c2ccccc2)=C(c2ccccc2)S/C1=C/C=C1\SC(=S)N(C)C1=O,?,.
COc1cc(/C=C/C(=O)OCC(=O)NC(=O)NC(C)C)cc(S(=O)(=O)N2CCc3ccccc32)c1OC,?,.
Cn1nccc1C(=O)NC1CCCc2c1cnn2-c1ccc(F)cc1F (centres undefined),?,.
CSc1ccc(CNc2ccccc2)cc1,-10.6%,-26.7
CC(C)CC1CC(C)(c2csc(NNC(=O)c3ccccc3)n2)OC1=O (centres undefined),-8.2%,-6.3
CCOc1ccc(C(=O)NC(=S)Nc2cccnc2)cc1[N+](=O)[O-],7.9%,.
Cc1cc(Nc2cnc3ccccc3n2)n(-c2ccccc2)n1,-10.2%,-3.0
Cc1cc(C)c2c(n1)nn1c(NCCN3CCOCC3)cc(C)nc21,?,.

# Shown with values under each structure: entries from further up
# Values in the order: S3 lipid droplet	S3 lipid droplet cell count max
> COC(CNC(=O)c1cc(S(=O)(=O)N2CCc3ccccc32)ccc1F)OC
→ 11.3%	.
> CCOc1ccc(C(=O)NC(=S)Nc2cccnc2)cc1[N+](=O)[O-]
→ 7.9%	.
> O=C(CCN1C(=O)C2C3C=CC(C3)C2C1=O)N1CCN(c2ccccc2F)CC1 (centres undefined)
→ ?	.
> CCOC(=O)C(C#N)C(Cc1ccccc1)c1ccco1 (centres undefined)
→ ?	.
> CNC(=S)N/N=C(\C)c1ccc(-n2ccnc2)cc1
→ ?	.
> CCN(C(=O)COC(=O)/C=C/c1ccccc1Cl)c1c(N)n(Cc2ccccc2)c(=O)[nH]c1=O
→ ?	.

# The listing continues:
SMILES,S3 lipid droplet,S3 lipid droplet cell count max
COc1ccc(Cn2cc(F)c(=O)n(C)c2=O)cc1[N+](=O)[O-],17.8%,12.1
CCN1CCc2c(sc(NC(=O)c3ccc(S(=O)(=O)N(C)CC4CCCO4)cc3)c2C(N)=O)C1 (centres undefined),2.91µM*,-26.3*
Cc1noc(C)c1S(=O)(=O)N1CCCC1C(=O)O (centres undefined),?,.
COc1ccc(C)cc1NC(=O)c1ccc2c(c1)OCO2,?,.
COc1ccc(C(=O)NC2(C(F)(F)F)NC(=O)N(CCCc3ccccc3)C2=O)c(OC)c1OC (centres undefined),?,.
CC(OC(=O)CN1C(=O)c2ccccc2C1=O)C(=O)c1ccccc1 (centres undefined),?,.
CCOc1ccccc1-n1c(SCC(=O)N2CCCC2)nnc1-c1ccoc1C,11.9%,.
COC(=O)c1[nH]c2ccc(C)cc2c1NC(=O)NC1CCCCC1,i,-2.2
Cc1cccc(NC(=O)CSc2nc(N)c(NC(=O)c3cccs3)c(=O)[nH]2)c1C,6.9%,10.5
CCC1(c2ccc(F)cc2)NC(=O)N(CC(=O)N2CCN(C(=O)c3cccs3)CC2)C1=O (centres undefined),?,.
O=C(CSc1nncs1)NCCCc1ccccc1,i,.
O=C(CSc1nc2c([nH]c3ccccc32)c(=O)n1-c1ccccc1F)NCC1CCCO1 (centres undefined),-7.5%,-2.0
CCc1ccc(NC(=O)Cn2c(SC)nc3ccccc32)cc1,?,.
CCCCCCCc1c(O)nc(SCCN2CCOCC2)[nH]c1=O,15.0%,2.0
C#CCn1cccc(C(=O)Nc2ccc(OC)cc2)c1=O,0.5%,-9.3
CN(C)c1cccc(C(=O)N2CCCC(CCC(=O)N3CCN(c4ccccn4)CC3)C2)c1 (centres undefined),i,-3.2
COC(=O)c1cc(OC)c(OC)cc1NC(=O)c1ccoc1C,?,.
COc1ccc(N2CC(C(=O)NCc3n[nH]c(=O)c4ccccc34)CC2=O)cc1 (centres undefined),20.0%,.
Nc1ccc(-n2cnc3cc([N+](=O)[O-])ccc32)cc1,?,.
CC1CCN(CCc2nc3cc(NS(=O)(=O)c4ccc(F)cc4)ccc3n2C)CC1,?,.
CCOc1ccc(S(=O)(=O)N2CCCC(C(=O)NC3CCCC3)C2)cc1 (centres undefined),?,.
Cn1c(SCC(N)=O)nnc1C1CCN(C(=O)NC2CCCCC2)CC1,?,.
Cc1ccc(S(=O)(=O)NCC(=O)N(CC(=O)NC2CCCC2)c2ccc3c(c2)OCCO3)cc1,?,.
S=c1[nH]cc(-c2ccc(Cl)cc2)n1Cc1ccccc1,5.8%,-2.4
Cc1csc(NC(=O)C2C3C=CC(O3)C2C(=O)O)n1 (centres undefined),?,.
CCS(=O)(=O)N1Cc2ccccc2CC1C(=O)Nc1nc2ccc(C)cc2s1 (centres undefined),?,.
NS(=O)(=O)c1ccc(NC(=S)Nc2ccc(S(=O)(=O)N3CCCC3)cc2)cc1,1.9%,13.8
CS(=O)(=O)N1CCCC(C(=O)Nc2ccc(F)cc2)C1 (centres undefined),?,.
O=C(Nc1nc2ccccc2[nH]1)c1cc(F)cc(F)c1,i,0.4
COc1cccc(CC2(CO)CCCN(Cc3ccc(CN4CCCCC4)s3)C2)c1 (centres undefined),3.0%,11.2
N#Cc1c(C(F)(F)F)cc(-c2ccco2)nc1SCc1ccccn1,?,.
COc1ccc(OC)c(Nc2nc(-c3ccncc3)nc3ccccc23)c1,?,.
Cc1ccc(-n2[nH]c(C)c(C=NC34CN5CN(CN(C5)C3)C4)c2=O)cc1C,?,.
O=C(CN1C(=O)NC2(CCCCC2)C1=O)Nc1ccc2[nH]c(=O)[nH]c2c1,?,.
Cc1nn(C)c(C)c1CCC(=O)N1CCCC(Nc2ccc(C(C)C)cc2)C1 (centres undefined),?,.
Cc1ccc(C)c(S(=O)(=O)N2CCN(Cc3ccc(O)c4ncccc34)CC2)c1,?,.
Cc1nc(CNS(=O)(=O)c2ccc(Br)cc2)cs1,?,.
CC(=O)c1ccc(NC(=O)c2sc3nc(C)c(C)c(C)c3c2N)cc1,i,9.9
Cc1cc(C)n(CC(O)CN(c2ccccc2)S(=O)(=O)c2ccccc2)n1 (centres undefined),-11.5%,-4.1
O=C(CSc1nnc(-c2ccccc2F)o1)N1CCNC1=O,?,.
CCCn1c(SCC(=O)NC(C)(C)C)nnc1C(C)C,?,.
COc1ccc(/C=C2\SC(=O)N(CC(=O)N(C)C3CCS(=O)(=O)C3)C2=O)cc1 (centres undefined),?,.
CC(OC(=O)c1cccc(-n2cnnn2)c1)C(=O)Nc1ccccc1F (centres undefined),?,.
CC(=O)Nc1ccc(NC(=O)COc2cccc3c2OC(C)(C)C3)cc1,26.5%,.
O=C(c1cc([N+](=O)[O-])ccc1Cl)N1CCc2ccccc21,i,-4.7
CCc1ccc(NC(=O)CCn2cccc2)cc1,?,.
CSc1cccc(CN2CCC(Oc3cccc(C(=O)N4CCCC4)c3)CC2)c1,?,.
N#Cc1sc2nc3c(cc2c1N)CCCC3,-1.3%,9.7
COc1ccccc1C(=O)NNC(=O)c1cccc(F)c1,i,11.7
CCOc1ccc(N(CC(=O)NCCc2ccc(OC)cc2)S(C)(=O)=O)cc1,29.1%,.
CCN(CC)C(=O)CSc1nnc(-c2ccc(O)cc2)n1CC1CCCO1 (centres undefined),i,.
Cc1ccc(S(=O)CCNC(=O)Cc2ccc(Cl)cc2)cc1 (centres undefined),18.7%[9.22 µM],1.5
O=C(CCCc1nc2ccccc2s1)Nc1ccccc1,-10.7%,2.3
OCc1cc(-c2ccc(Cl)c(Cl)c2)on1,4.9%,8.0
COc1cc2c(cc1NC(=O)c1cc(-c3ccccn3)nc3ccccc13)oc1ccccc12,i,13.2
C[C@H](NC(=O)c1[nH]cnc1C(=O)Nc1ccc(CNC(=O)OC(C)(C)C)cc1)C(=O)OC(C)(C)C,-9.4%,2.3
Cc1ccc(S(=O)(=O)N(C)CC(=O)NNC(=O)Cc2cccc(F)c2)cc1,?,.
CCc1nnc(NC(=O)CSc2nncc(=O)n2N)s1,-8.0%,-1.0
COc1ccc(CCNC(=O)CCc2ccc(OC)cc2)cc1,20.2%,29.9
O=C(CSc1nnc(Nc2ccccc2F)s1)NC1CC1,?,.

# New compounds follow.
SMILES,S3 lipid droplet,S3 lipid droplet cell count max
C/C(=N\O)C(C)(C)Nc1ccc(Cl)cc1,?,.
S=C1NNC2(NN1)C1CC3CC(C1)CC2C3,12.4%,5.1
CCOC(=O)c1ccc(NC(=O)C(C)NS(=O)(=O)c2ccc(OC)cc2)cc1 (centres undefined),?,.
CC(=O)NCCOc1cccc2cccnc12,?,.
COc1ccc(OCC(=O)Sc2ccc(C)cc2)cc1,i,.
S=C(NC1CCCCC1)N(CCc1ccccc1)CCc1ccccc1,-4.5%,-6.7
C#CCOCCOCCOCCNc1nc(N2CCOCC2)nc(N2CCN(C(=O)CCCCCCCCCCNC(=O)[C@@H](CCSC)n3cc(CCO)nn3)CC2)n1,-9.3%,-12.5
Cc1cccc(OCCCC(=O)NNC(=O)c2ccccn2)c1,?,.
Cc1ccc(C2=NNC(=Nc3ccc(F)cc3)SC2)cc1,-3.5%,-15.3
COc1ccccc1NC(=O)c1cc(C)oc1C,17.3%,-12.0
CCN(CC)C(=O)CSc1nc2cc3c(cc2c(=O)n1CCCCCC(=O)NCc1ccc(OC)cc1)OCO3,?,.
O=C(Nc1cc(C(F)(F)F)ccc1Cl)C(Sc1cccc[n+]1[O-])c1ccccc1 (centres undefined),24.8%,-3.5
CN(C)S(=O)(=O)c1ccc(N2CCCC2)c(C(=O)NNC(=O)COc2ccc(Cl)cc2)c1,25.5%,23.3
Cc1ccc(NC(=O)COC(=O)Cn2c(C)csc2=O)cc1C,i,24.1
Cc1cccc(-c2ncc(CN3CCN(CC(C)C)C(CCO)C3)cn2)c1 (centres undefined),10.4%,2.4
CC(Oc1ccccc1)C(=O)Nc1ccc(S(=O)(=O)NCC2CCCO2)cc1 (centres undefined),?,.
O=C(NCc1ccccc1)c1cccc(S(=O)(=O)NCc2ccccc2)c1,4.0%,4.9
COc1cc(S(=O)(=O)N2CCN(C)CC2)ccc1Cl,6.9%,5.0
CCSc1nnc(NC(=O)c2ccc3c(c2)OCO3)s1,23.6%,.
COc1ccc(/C=C/C(=O)N2CCN(C)CC2)cc1S(=O)(=O)N1CCCCC1,7.2%,16.4
COc1ccc([C@@H]2[C@@H]3C(=O)N(C(C)(C)C)C(=O)[C@@H]3[C@]3(CC(C)C)C(=O)N(c4cccc(Br)c4)C(=O)N23)cc1,?,.
O=C(C1CCCN(C2CC(=O)N(c3ccc(Cl)cc3)C2=O)C1)N1CCCC1 (centres undefined),?,.
CCc1ccccc1NC(=O)N1CCC(NC(=O)C(Cc2ccc(OC)c(OC)c2)NC(C)=O)CC1 (centres undefined),-14.8%,-10.6
N/C(CN1CCCC1=O)=N\OC(=O)c1ccccc1Cl,?,.

# Shown as labelled records: entries from further up
Compound: CC(Oc1ccccc1)C(=O)Nc1ccc(S(=O)(=O)NCC2CCCO2)cc1 (centres undefined)
  S3 lipid droplet: ?
  S3 lipid droplet cell count max: .

Compound: O=C(NCc1ccccc1)c1cccc(S(=O)(=O)NCc2ccccc2)c1
  S3 lipid droplet: 4.0%
  S3 lipid droplet cell count max: 4.9

Compound: COc1cc(S(=O)(=O)N2CCN(C)CC2)ccc1Cl
  S3 lipid droplet: 6.9%
  S3 lipid droplet cell count max: 5.0

Compound: CCSc1nnc(NC(=O)c2ccc3c(c2)OCO3)s1
  S3 lipid droplet: 23.6%
  S3 lipid droplet cell count max: .

# Additional compounds:
SMILES,S3 lipid droplet,S3 lipid droplet cell count max
O=C1C(Cl)=C(N2CCCC2)C(=O)N1c1ccc(F)cc1,?,.
Cc1oc(-c2ccccc2)cc1C(=O)NC(Cc1c[nH]c2ccccc12)C(=O)O (centres undefined),1.6%,13.4
N#CC1=C(N)SC(N)=C(C#N)C1c1cccc(O)c1,0.0%,1.8
O=C(COC(=O)CNS(=O)(=O)c1ccc(Br)cc1Cl)NC1CCCC1,7.6%,12.8
CCCCOc1ccc(/C=C/C(=O)Nc2ccc([N+](=O)[O-])cc2C)cc1,?,.
CSCCC(NC(=O)c1ccc(Cl)cc1Cl)C(=O)N(C)Cc1nc2ccccc2c(=O)[nH]1 (centres undefined),1.6%[0.0737 µM],.
COc1cc2[nH]c(C(=O)NN)c(N)c2cc1OC,0.5%,14.2
O=C(OCCN1C(=O)c2cccc3c(N4CCOCC4)ccc(c23)C1=O)c1ccccc1Cl,?,.
COc1ccc(N/C=C/c2nc(SC)nnc2C)cc1,?,.
